GLD-1 TGE inh: GLD-1-TGE RNA interaction inhibition (C. elegans); AID 2280; inhibition, % at 5.96 µM; purified GLD-1 + fluorescein TGE RNA, fluorescence polarization; Q17339; 320,000 compounds, 0.44% hits;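 active = percent inhibition above a per-plate cutoff, the plate mean of test compounds plus 3 SD, cut at about 30% in these data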;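 note: 0% = DMSO wells with GLD-1 and probe and 100% = wells lacking GLD-1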
Target sequence (Q17339 whole entry, looked up): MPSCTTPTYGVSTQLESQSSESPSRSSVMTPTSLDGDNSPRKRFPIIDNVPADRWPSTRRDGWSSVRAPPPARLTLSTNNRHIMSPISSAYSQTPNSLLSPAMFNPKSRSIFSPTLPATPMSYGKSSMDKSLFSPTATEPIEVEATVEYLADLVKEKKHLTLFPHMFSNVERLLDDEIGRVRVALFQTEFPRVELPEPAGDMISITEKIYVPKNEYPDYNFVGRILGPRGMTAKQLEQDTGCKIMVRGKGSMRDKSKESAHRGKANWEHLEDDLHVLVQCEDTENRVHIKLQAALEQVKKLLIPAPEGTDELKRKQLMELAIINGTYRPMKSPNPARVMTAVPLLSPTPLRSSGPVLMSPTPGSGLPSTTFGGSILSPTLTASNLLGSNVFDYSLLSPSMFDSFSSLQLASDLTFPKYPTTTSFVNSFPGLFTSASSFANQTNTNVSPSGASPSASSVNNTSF
MEX-5 binding: C. elegans MEX-5 TCR-2 RNA binding activity; MEX-5/FITC-TCR2 RNA binding, fluorescence polarization; stronger effect = lower value; activity score (negative = inhibition of binding), % at 10 µM; 300,000 compounds, 0.38% hits; AID 1832;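 active = inhibition past about -25% in most replicates, and total fluorescence under double the plate's negative control median, limit read from the data; inconclusive = replicates evenly split on the limit, or fluorescence at least double controls; inactive = too little inhibition in most replicates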;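 note: 0% = DMSO and -100% = 5 µM competing unlabeled TCR2 RNA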
Target sequence (Q9XUB2 whole entry, looked up): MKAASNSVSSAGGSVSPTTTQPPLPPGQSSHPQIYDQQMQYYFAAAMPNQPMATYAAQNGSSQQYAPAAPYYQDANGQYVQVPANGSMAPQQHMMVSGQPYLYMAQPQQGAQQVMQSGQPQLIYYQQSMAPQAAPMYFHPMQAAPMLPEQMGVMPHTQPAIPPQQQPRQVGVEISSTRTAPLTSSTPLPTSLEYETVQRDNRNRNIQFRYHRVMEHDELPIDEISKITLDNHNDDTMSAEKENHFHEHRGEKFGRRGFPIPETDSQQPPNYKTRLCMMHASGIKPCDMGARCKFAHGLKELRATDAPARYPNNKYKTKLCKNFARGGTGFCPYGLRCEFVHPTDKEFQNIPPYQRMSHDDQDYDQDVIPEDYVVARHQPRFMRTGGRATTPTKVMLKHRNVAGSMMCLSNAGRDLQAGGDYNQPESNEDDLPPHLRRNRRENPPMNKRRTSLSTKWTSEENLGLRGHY
BCLXL inh: inhibitors of human Bcl-xL | GST-Bcl-xL / FITC-Bim BH3 peptide fluorescence polarization | inhibition, % at 10.9 µM | 320,000 compounds, 0.7% hits | AID 2129;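 active = inhibition above the mean of all tested compounds plus 3 SD, cutoff set per campaign, cut at about 30% in these data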;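 note: 0% = DMSO wells and 100% = unlabeled Bim-BH3 peptide competitor; inhibitors lower millipolarization by displacing the labeled peptide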
MCL1 BIM primary: disrupts human MCL1 binding to BIM-BH3 peptide; Q07820; GST-MCL1 / FITC-Bim-BH3 fluorescence polarization; inhibition, % at 10.9 µM; 320,000 compounds, 0.68% hits; AID 2057;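 active = inhibition above the mean inhibition of all tested compounds plus 3 SD, set per campaign, cut at about 40% in these data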;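 note: 0% = DMSO wells and 100% = unlabeled Bim-BH3 peptide control; higher means more loss of mP so more displacement of Bim peptide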
Yeast superoxide: lowers age-related superoxide in aged yeast cells; superoxide response (% of plate mean), % at 10 µM; 330,000 compounds, 0.18% hits; S. cerevisiae aged cells, superoxide DHE fluorescence; stronger effect = lower value;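 active = superoxide response under a set limit, about three screen SD below normal, cut at about 65% in these data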;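 note: yeast aged for seven days with compound at 30 °C before DHE staining; 100% = average MFI of all compound-treated wells on the plate with controls excluded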
CIT2-GFP yeast: alters CIT2-GFP fluorescence in TOR pathway yeast screen; S. cerevisiae CIT2-GFP strain, flow cytometry, 3 h; 100 means same as DMSO wells; GFP response vs DMSO, % at 10 µM; 320,000 compounds, 0.065% hits; AID 2029;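 active = GFP response relative to DMSO above a set limit, near the screen mean plus 3 SD, cut at about 150% in these data; inconclusive = Fewer than 70 cells measured for a yeast strain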;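 note: ratio of well median GFP fluorescence to mean of DMSO wells on the plate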
VLA-4 inh: inhibition in a human VLA-4 binding assay | P13612 | VLA-4 expressing cells, ligand binding flow cytometry | inhibition, % (about 7 µM as worked out from the volumes in the protocol) | 330,000 compounds, 0.2% hits; in the data active = inhibition above about 50%
AGP1-GFP MLPCN: alters AGP1-GFP fluorescence in TOR pathway yeast screen | S. cerevisiae AGP1-GFP multiplex flow cytometry, 3 h; GFP as percent of DMSO wells | GFP response vs DMSO, % at 10 µM | 320,000 compounds, 0.02% hits | AID 2066;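 active = GFP response relative to DMSO above a set limit, near screen average plus 3 SD, cut at about 150% in these data; inconclusive = fewer than 70 cells counted for the yeast strain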;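 note: median GFP channel fluorescence of the gated AGP1 strain per well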
GRK2 aptamer HTS: human GRK2 inhibition via aptamer displacement; P25098; bead flow cytometry, FAM-aptamer displacement from GRK2; inhibition of aptamer binding, % at 10 µM; 330,000 compounds, 0.59% hits;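 active = inhibition of aptamer binding above 40%, roughly 3 SD of noise, on plates passing a quality check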;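 note: median bead fluorescence of bound FAM aptamer so fluorescent compounds give negative values; no value below 0 was filed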
Active calls of the source: *; ? = inconclusive; · = not tested or not shown; [ ] = another dose, or the depositor's remark.

SMILES	GLD-1 TGE inh	MEX-5 binding	BCLXL inh	MCL1 BIM primary	Yeast superoxide	CIT2-GFP yeast	VLA-4 inh	AGP1-GFP MLPCN	GRK2 aptamer HTS
Cn1c(=O)c(=O)n(C)c2cc(S(=O)(=O)N3CCN(c4cccc(C(F)(F)F)c4)CC3)ccc21	-3	-0.6	7	2	112	94	8	100	0
O=C1CC(NCc2ccco2)C(=O)N1CCc1ccccc1 (centres undefined)	1	-0.1	2	5	101	102	14	101	0
O=Cc1c(N2CCSCC2)nc2ccccn2c1=O	6	-0.1	4	11	99	·	6	·	2
CCOC(=O)c1cnn(-c2nc(-c3ccc(C)cc3)cs2)c1C(F)(F)F	4	-0.2	-1	4	110	104	-1	103	0
Cc1ccc(C(=O)NC2CCSC2=O)cc1 (centres undefined)	5	1.9	-2	0	99	63	28	74	0
CCOc1ccc(S(=O)(=O)N2CCCCC2)cc1NC(=O)CN1C(=O)NC(C)(c2ccccc2)C1=O (centres undefined)	4	0.8	1	-3	95	93	4	107	1
COCCNC(=O)c1cc(-c2ccc3c(c2)OCO3)on1	3	-0.8	-3	-7	104	94	10	98	0
Cc1cc(C)c(NC(=O)CNC(=O)COC(=O)Cc2cccs2)c(C)c1	2	2.2	-6	-3	98	93	2	105	0
O=C(Cc1ccccc1)Nc1ccc(NC(=O)c2ccccc2)nc1	4	0.8	9	4	124	105	13	99	41*
Cc1cc(C)nc(N/N=C/c2cn[nH]c2-c2ccccc2)n1	-3	-0.7	3	-2	98	95	3	102	0
CN(C)CCCN(C(=O)COc1ccc(Cl)cc1)c1nc2cc3c(cc2s1)OCCO3	2	0.9	-3	-3	93	107	5	104	0
Clc1ccc(OCCCCN2CCCCC2)cc1	0	0.6	9	7	88	95	5	91	14
Cc1nc(C)c(C(=O)N2CCCC(CCC(=O)NCc3ccc(F)c(F)c3)C2)s1 (centres undefined)	5	0.8	5	-3	99	87	1	111	0
CCCCN(CC)C(=O)c1ccc(Cl)c(Cl)c1	-4	2.2	7	9	103	100	-28	102	0
COc1cc(C2CC(=O)N(CC(=O)NCc3ccco3)c3ccccc3S2)cc(OC)c1OC (centres undefined)	3	0.0	0	7	111	92	3	99	2
O=C(Nc1nccs1)c1cc2c(s1)CCCCC2	1	0.5	-5	6	110	91	-1	88	2
COc1cccc(-n2c(N)c(C(=O)Nc3c(C)n(C)n(-c4ccccc4)c3=O)c3nc4ccccc4nc32)c1	5	0.3	17	21	102	99	-12	117	0
CC1CCc2nc(NC(=O)CN3CCN(Cc4ccc5c(c4)OCO5)CC3)sc2C1 (centres undefined)	-7	3.1	2	2	87	104	20	96	0
COc1ccc(CCNC(=O)CCNC(=O)N2CC(=O)Nc3ccccc32)cc1OC	5	1.4	6	4	97	106	43	96	0
CC(=O)C1=C(C)OC(N)=C(C#N)C1c1cccnc1 (centres undefined)	13	-8.5	18	15	111	102	13	105	0
COc1cccc(-c2ncc3ccccc3c2COC(=O)N(C)C)c1	-4	·	5	-2	98	94	-3	97	0
COc1cc(NC(=O)c2cc3ccccc3o2)ccc1NC(=O)c1ccco1	1	1.7	2	-6	99	97	-11	96	1
Cc1ccc(CSc2nnc(-c3cnccn3)n2C)cc1	2	-2.7	-1	2	111	85	8	95	0
Cc1nnc(N(Cc2ccco2)C(=O)c2ccc(C#N)cc2)s1	4	-1.0	4	5	83	111	29	99	0
COc1ccc(C2=NN(C(=O)CSc3nc(=O)n4cccc(C)c4n3)C(c3ccc(C)cc3)C2)cc1 (centres undefined)	-3	0.6	-10	-26	84	98	2	107	1
COc1ccc(C(=O)N/N=C(/C)c2cccc(NC(=O)c3ccccc3F)c2)cc1	3	1.2	3	6	96	103	7	95	4
Cc1ccc(C(=O)Nc2nc(COc3ccccc3)cs2)s1	3	1.3	1	-3	115	99	17	93	0
Cc1ccc(N=c2c([N+](=O)[O-])nn(-c3ccc(Cl)cc3)n2O)cc1C	0	·	6	6	102	96	-3	100	2
O=C(Cn1cc([N+](=O)[O-])cn1)NCc1ccco1	-1	-2.1	0	3	95	102	-8	115	0
N#Cc1ccc(-c2csc(NNC(=O)c3ccc(Br)cc3)n2)cc1	-1	3.1	-2	1	102	84	9	85	0

Among those listed so far, 4 have a Cl atom.
SMILES	GLD-1 TGE inh	MEX-5 binding	BCLXL inh	MCL1 BIM primary	Yeast superoxide	CIT2-GFP yeast	VLA-4 inh	AGP1-GFP MLPCN	GRK2 aptamer HTS
CN(C)CCCN(C(=O)COc1ccc(Cl)cc1)c1nc2cc3c(cc2s1)OCCO3	2	0.9	-3	-3	93	107	5	104	0
Clc1ccc(OCCCCN2CCCCC2)cc1	0	0.6	9	7	88	95	5	91	14
CCCCN(CC)C(=O)c1ccc(Cl)c(Cl)c1	-4	2.2	7	9	103	100	-28	102	0
Cc1ccc(N=c2c([N+](=O)[O-])nn(-c3ccc(Cl)cc3)n2O)cc1C	0	·	6	6	102	96	-3	100	2

Some entries already given, reduced to MEX-5 binding, VLA-4 inh and AGP1-GFP MLPCN.
Compound | MEX-5 binding | VLA-4 inh | AGP1-GFP MLPCN
Cc1cc(C)c(NC(=O)CNC(=O)COC(=O)Cc2cccs2)c(C)c1 | 2.2 | 2 | 105
Cc1cc(C)nc(N/N=C/c2cn[nH]c2-c2ccccc2)n1 | -0.7 | 3 | 102
O=C(Nc1nccs1)c1cc2c(s1)CCCCC2 | 0.5 | -1 | 88
COc1cccc(-n2c(N)c(C(=O)Nc3c(C)n(C)n(-c4ccccc4)c3=O)c3nc4ccccc4nc32)c1 | 0.3 | -12 | 117
CCOC(=O)c1cnn(-c2nc(-c3ccc(C)cc3)cs2)c1C(F)(F)F | -0.2 | -1 | 103
COc1cc(C2CC(=O)N(CC(=O)NCc3ccco3)c3ccccc3S2)cc(OC)c1OC (centres undefined) | 0.0 | 3 | 99
COc1ccc(C(=O)N/N=C(/C)c2cccc(NC(=O)c3ccccc3F)c2)cc1 | 1.2 | 7 | 95

Additional entries follow.
SMILES	GLD-1 TGE inh	MEX-5 binding	BCLXL inh	MCL1 BIM primary	Yeast superoxide	CIT2-GFP yeast	VLA-4 inh	AGP1-GFP MLPCN	GRK2 aptamer HTS
Cc1cc(C(=O)COc2ccccc2Cl)c(C)n1-c1ccc2c(c1)OCO2	7	2.5	7	-1	115	98	13	91	0
O=C(COC(=O)/C=C/c1ccc(C(F)(F)F)cc1)NC(=O)NCc1ccco1	2	·	-3	-8	98	94	18	89	3
CCN1C(=NCCCCO)N[C@@H](c2cccc(F)c2)C(C(=O)OC)=C1C	3	1.1	-11	-16	98	64	37	75	4
c1c2c(cc3sc(N4CCCCC4)nc13)OCCO2	-4	0.1	3	3	94	97	0	99	1
O=C(O)/C=C/C(=O)Nc1ccc(Oc2ccccc2)cc1	2	2.7	2	3	94	93	-4	102	2
COC(=O)CSc1nc2cc(OC)ccc2cc1C#N	2	-1.5	14	2	106	84	-13	84	0
COC(=O)c1ccc(-n2c(CCC(=O)O)ccc2-c2ccccc2)cc1	4	0.0	-3	-9	109	100	-12	100	0
CCN(CC)c1ccc(C(=O)NNC(=O)CCl)cc1	-3	2.0	3	0	97	103	-13	107	2
CC(C)(C)NC(=O)c1c(F)c(F)c(F)c(F)c1F	4	9.5	3	-5	103	97	-1	95	3
Cc1ccc(S(=O)(=O)NN2C(=O)c3ccccc3NC2c2ccccc2F)cc1 (centres undefined)	-4	3.1	4	0	94	105	4	104	1

Compound profiles, as listed above.
Entry for Cc1nc(C)c(C(=O)N2CCCC(CCC(=O)NCc3ccc(F)c(F)c3)C2)s1 (centres undefined) : GLD-1 TGE inh = 5; MEX-5 binding = 0.8; BCLXL inh = 5; MCL1 BIM primary = -3; Yeast superoxide = 99; CIT2-GFP yeast = 87; VLA-4 inh = 1; AGP1-GFP MLPCN = 111; GRK2 aptamer HTS = 0
Entry for O=C(Cn1cc([N+](=O)[O-])cn1)NCc1ccco1 : GLD-1 TGE inh = -1; MEX-5 binding = -2.1; BCLXL inh = 0; MCL1 BIM primary = 3; Yeast superoxide = 95; CIT2-GFP yeast = 102; VLA-4 inh = -8; AGP1-GFP MLPCN = 115; GRK2 aptamer HTS = 0

(cont.)
SMILES	GLD-1 TGE inh	MEX-5 binding	BCLXL inh	MCL1 BIM primary	Yeast superoxide	CIT2-GFP yeast	VLA-4 inh	AGP1-GFP MLPCN	GRK2 aptamer HTS
COc1ccc(N(C(=O)c2snc(C(N)=O)c2N)C(C(=O)NC2CCCC2)c2cc(OC)ccc2OC)cc1 (centres undefined)	3	0.3	-1	-4	96	?	-9	67[may fluoresce violet]	17
CN1CCC(N(C)C(=O)COc2ccccc2Cl)CC1	1	·	-2	3	103	95	-4	100	14
CCCSc1nnc(NC(=O)Cc2ccc(OC)c(OC)c2)s1	8	0.7	4	4	85	101	-8	96	0
CC1CN(c2ccccc2)NC1=O (centres undefined)	-1	0.0	2	-2	93	127	21	118	0
CCc1ccc(O)c(-c2cc(C(=O)Nc3cccnc3)[nH]n2)c1	-1	-5.8	8	7	101	93	5	105	0
CCOC(=O)N1CCN(C(=O)c2ccc(N3C(=O)CCC3=O)cc2)CC1	6	-1.5	2	-1	99	95	14	105	0
COc1cccc(N2CCN(C(=O)Nc3ccccc3Cl)CC2)c1	-4	1.3	3	-3	94	101	22	99	0
O=C(c1ccco1)N1CCCC(N2CCN(c3ccccc3F)CC2)C1 (centres undefined)	-2	1.7	4	4	89	·	8	94	0
COC(=O)C1=C(C(=O)OC)[C@@H]2N(C)c3ccccc3[C@@]23C[C@@H](C(=O)OC)N(C(=O)c2cc(C)oc2C)C3=N1	17	0.9	2	-3	104	94	-4	98	0
CCN(Cc1ccccc1)C(c1cccc(C#N)c1)c1nnnn1C(C)(C)C (centres undefined)	3	-2.2	2	0	78	95	17	98	2
O=C(NNC(=O)C12CC3CC(CC(O)(C3)C1)C2)c1ccccc1O	6	0.4	3	11	85	100	13	94	6
COc1ccc2c(CC(=O)O)cc(=O)oc2c1	-3	0.2	3	7	99	93	0	100	1
CC1CC(C)CN(S(=O)(=O)N2CCCC(C(=O)NC(C)c3ccccc3)C2)C1 (centres undefined)	6	1.3	3	0	107	111	16	17	1
Cc1ccc(NC2(C#N)C(=O)Nc3ccccc32)cc1C (centres undefined)	3	0.0	5	6	99	97	10	117	1
O=[N+]([O-])c1ccccc1-c1ccc(C(=S)N2CCN(c3ccccc3)CC2)o1	-2	-0.8	9	13	86	98	3	106	0
CC(=O)NC(Nc1nc2c(s1)CCCC2)(C(F)(F)F)C(F)(F)F	-2	-2.2	10	19	96	92	·	97	0
CN1CCN(Cc2coc3c(Cl)cc(Cl)cc3c2=O)CC1	-4	-0.6	2	6	98	104	-1	104	0
Cc1ccc(NC(=O)c2cccc(NC3=NC4CS(=O)(=O)CC4S3)c2)cc1 (centres undefined)	9	0.9	1	-1	102	106	3	115	0
COc1ccc(C(=O)C2CCCN(Cc3sc(N4CCCC4)nc3Cl)C2)c(OC)c1 (centres undefined)	5	-0.1	8	4	101	94	7	100	3
COc1ccc(C2(C(=O)Nc3ccc(C)cc3)CCOCC2)cc1	2	1.3	9	8	103	99	5	89	0
CCOC(=O)CSc1nc2sc3c(c2c(=O)n1-c1ccccc1)CCN(C)C3	7	2.2	8	4	100	103	9	94	0
CCOC(=O)N1CCN(C(=O)COc2ccc3oc4c(c3c2)CCCC4)CC1	4	0.3	7	0	97	94	0	111	5

Screening data deposited in PubChem by several laboratories.

Rows were taken by chance; overall some 2.1% were active at least once.
